NR3A LBD binder = binders of NR3A ligand-binding domain, primary screen, biophysical, differential scanning fluorimetry, uHTS | NR3A LBD differential scanning fluorimetry, Tm shift; 0% = protein alone, 100% = glycine-bound protein | Tm shift relative to glycine control, % at 25 µM | 340,000 compounds, 2.5% hits | AID 1259313, 2017;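 active means melting temperature shift of at least 10% of the positive control shift, at one fixed dose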
EBI2 block = EBI2 receptor antagonists, beta-arrestin recruitment, primary screen, cell-based, luminescence, 7a,25-OHC stimulation, uHTS. G-protein coupled receptor 183 (Homo sapiens), P32249. inhibition, % at 5 µM. 7a,25-OHC stimulated. 360,000 compounds, 0.81% hits. AID 651636, 2012; in the data active means inhibition above about 38%;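 further: enzyme fragment complementation signal reports receptor beta-arrestin coupling in cells; 0% = agonist plus DMSO wells and 100% = wells without agonist; some results beyond the cut were filed as inactive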
A3G deaminase = APOBEC3G DNA deaminase inhibitors, primary screen, biochemical, fluorescence, single-stranded DNA substrate, uHTS; DNA dC->dU-editing enzyme APOBEC-3G (Homo sapiens), Q9HC16; recombinant A3G, ssDNA deamination FAM/TAMRA fluorescence; inhibition, % at 20 µM; 330,000 compounds, 0.28% hits; AID 493012, 2011;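 active means inhibition of at least 40% at 20 µM, with no more than 30% in the related APOBEC3A deaminase screen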;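 further: plate controls were DMSO wells with A3G for no effect and wells lacking A3G enzyme for full effect; some compounds called inactive have numbers as strong as hits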
Target sequence (Q9HC16 whole entry, looked up): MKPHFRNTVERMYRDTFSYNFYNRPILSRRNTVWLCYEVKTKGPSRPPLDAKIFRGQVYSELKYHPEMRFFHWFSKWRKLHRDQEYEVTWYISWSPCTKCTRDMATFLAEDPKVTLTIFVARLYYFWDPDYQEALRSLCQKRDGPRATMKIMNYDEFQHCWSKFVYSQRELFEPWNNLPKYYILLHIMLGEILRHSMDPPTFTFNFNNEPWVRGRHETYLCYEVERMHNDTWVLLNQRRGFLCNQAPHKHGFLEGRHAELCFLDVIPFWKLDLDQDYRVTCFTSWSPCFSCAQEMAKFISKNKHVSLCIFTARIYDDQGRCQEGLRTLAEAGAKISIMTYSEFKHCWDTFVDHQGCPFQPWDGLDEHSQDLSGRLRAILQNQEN
CXCR6 block = CXCR6 receptor inhibitors, primary screen, cell-based, beta-arrestin, luminescence, CHO-K1 PathHunter, 1536-well | C-X-C chemokine receptor type 6 (Homo sapiens), O00574 | inhibition, % at 20 µM | 360,000 compounds, 0.36% hits; in the data active means inhibition above about 34%, passing the limit was not always enough;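 further: antagonist mode with CXCL16 agonist at 10 nM final; 0% = 10 nM CXCL16 with DMSO and 100% = unstimulated wells without agonist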
Gli-Sufu block = Gli-Sufu pathway antagonists, primary screen, luciferase luminescence, Sufu-KO-LIGHT cells, uHTS; Sufu-KO-LIGHT fibroblasts, Gli luciferase reporter luminescence; inhibition, % at 5 µM; 340,000 compounds, 0.74% hits; AID 588413, 2011;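 active means inhibition above about 55%, limit read from the data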;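 further: 0% = DMSO-treated cells and 100% = wells with medium but no cells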
A3A deaminase = APOBEC3A ssDNA deaminase inhibitors, primary screen, selectivity assay for APOBEC3G inhibitor project, biochemical, FAM/TAMRA oligo cleavage fluorescence; inhibition, % at 20 µM; 330,000 compounds, 0.41% hits; recombinant A3A, FAM/TAMRA ssDNA deamination fluorescence; DNA dC->dU-editing enzyme APOBEC-3A (Homo sapiens), P31941;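 active means at least 40% inhibition at 20 µM here, with at most 30% in a related deaminase screen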;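 further: plate controls were A3A with DMSO for no effect and wells lacking A3A enzyme for full effect; some results filed as inactive read as strong as hits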
Target sequence (P31941 whole entry, looked up): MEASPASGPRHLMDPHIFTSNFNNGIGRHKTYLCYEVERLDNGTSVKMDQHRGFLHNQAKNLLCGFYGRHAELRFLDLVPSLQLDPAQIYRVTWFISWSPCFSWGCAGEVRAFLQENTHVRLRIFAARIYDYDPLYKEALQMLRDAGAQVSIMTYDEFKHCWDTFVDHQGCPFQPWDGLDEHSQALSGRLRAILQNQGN
CCR6 antagonist = CCR6 receptor antagonists, primary screen, cell-based, CHO-K1, luminescence, beta-arrestin, uHTS; CHO-K1 CCR6 PathHunter beta-arrestin, CCL20-stimulated; 340,000 compounds, 0.49% hits; inhibition, % at 20 µM;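 active means compounds whose inhibition of the agonist-driven luminescence signal at 20 µM reaches about 50%, limit read from the data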;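 further: cells stimulated with CCL20 at 14 nM final; plate controls were DMSO with CCL20 for no effect and DMSO without agonist for full effect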
Target sequence (P51684 whole entry, looked up): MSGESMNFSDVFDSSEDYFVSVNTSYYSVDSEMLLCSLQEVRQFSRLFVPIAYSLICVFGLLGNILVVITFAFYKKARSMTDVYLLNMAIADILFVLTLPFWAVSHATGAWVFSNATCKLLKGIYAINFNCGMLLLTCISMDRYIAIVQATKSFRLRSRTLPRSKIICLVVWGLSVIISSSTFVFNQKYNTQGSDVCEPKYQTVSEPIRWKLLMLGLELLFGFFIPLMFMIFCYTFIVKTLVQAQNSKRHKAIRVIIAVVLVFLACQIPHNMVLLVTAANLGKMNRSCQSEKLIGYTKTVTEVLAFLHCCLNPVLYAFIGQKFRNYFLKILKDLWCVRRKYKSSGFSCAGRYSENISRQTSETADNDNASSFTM
MPTP inh = mitochondrial permeability transition pore inhibitors, primary screen, biochemical, isolated mouse mitochondria, absorbance; Ca2+ swelling absorbance, 30 min; 360,000 compounds, 1.4% hits; inhibition, % at 10 µM;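 active means inhibition of 50% or more, scaled per plate between neutral and stimulator controls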;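 further: 0% = DMSO wells given calcium and 100% = 1 mM EGTA wells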
* marks the source's active call; other numbers are inactive results; x = not tested or not shown.

SMILES | NR3A LBD binder | EBI2 block | A3G deaminase | CXCR6 block | Gli-Sufu block | A3A deaminase | CCR6 antagonist | MPTP inh
CCCCn1c(C)nc2c(=O)n(C)c(=O)[nH]c21 | 2 | -30 | -3 | 0 | 7 | 1 | 12 | 0.8
CC(C)(C)OC(=O)N1CCC(CNC(=O)c2ccc(F)cc2F)CC1 | 3 | 8 | -4 | -2 | 4 | -5 | -4 | 2.1
Cc1ccc(NC2(C#N)CCCC2)cc1 | -1 | -7 | x | -3 | -7 | x | 6 | 0.5
O=C(/C=C/Nc1ccccc1F)c1ccc(Br)cc1 | -3 | 4 | x | 7 | -102 | x | 5 | 4.4
CC1(C)CC(CC(=O)O)(c2ccc(Cl)cc2)CCO1 (centres undefined) | 0 | -7 | -1 | 7 | 14 | 0 | 12 | -7.7
CC(=O)c1ccc(NC(=O)COC(=O)Cc2ccsc2)cc1 | 3 | 2 | -8 | -6 | -1 | -5 | 0 | 0.1
CCC(=O)c1ccc(OCC(O)CN2CCOCC2)cc1 (centres undefined) | 1 | -5 | -6 | 0 | 1 | -2 | -4 | -3.5
Cc1nn(CC(=O)Nc2ccc3c(c2)OCO3)c(C)c1Cl | -1 | 2 | -3 | -6 | x | -1 | 15 | -0.2
O=[N+]([O-])c1cccc2c1ccc1ncccc12 | 1 | 8 | -6 | -9 | -7 | -2 | -5 | -1.1
CC(=O)NCCNS(=O)(=O)c1ccc(C)c([N+](=O)[O-])c1 | -2 | -12 | -5 | -4 | 0 | -2 | 6 | -0.4
O=C(COC(=O)c1cc(=O)[nH]c2ccccc12)c1ccccc1 | -1 | -3 | -2 | -8 | 1 | 3 | 2 | -2.1
CCn1ncc(/C=N/NC(=O)c2cc(Cl)ccc2OC)c1C | 1 | -14 | -2 | -9 | -3 | -2 | 0 | 2.3
O/N=C/c1cc(Cl)ccc1OCc1ccccc1Cl | -20 | 10 | -4 | -2 | -2 | 1 | 5 | 2.9
CCS(=O)(=O)CCSC1OC(COC(C)=O)C(OC(C)=O)C(OC(C)=O)C1OC(C)=O (centres undefined) | -4 | -3 | -2 | -2 | 1 | 7 | -11 | 0.5
CCCc1nn2c(=O)cc(CSCC(=O)Nc3ccc(C)cc3)nc2s1 | -2 | -13 | 5 | -2 | -16 | 0 | 0 | -0.4
CCCCNC(=O)c1cc2c(C)cc(C)cc2[nH]1 | -1 | -1 | -4 | 1 | -9 | 1 | -1 | 9.1
O=[N+]([O-])c1ccc(NC(=S)N2CCCC2)cc1 | 0 | -7 | -3 | 1 | 0 | 1 | 8 | 0.5
COc1ccc(N2CCN(CC(=O)c3ccc(Cl)cc3)CC2)cc1 | 2 | -7 | 0 | 3 | 3 | -9 | 14 | 0.5
COc1cc(C2CC(=O)Nc3c2c(=O)nc2c(C)cccn32)cc(OC)c1OC (centres undefined) | 1 | -7 | -6 | -4 | -2 | 2 | -2 | -2.0
Cc1ccc(S(=O)(=O)N(CC(=O)N2CCOCC2)c2ccccc2F)cc1 | -5 | -12 | -12 | -8 | 6 | -3 | 7 | -0.5

4 entries picked at random from the list so far, as already listed:
SMILES | NR3A LBD binder | EBI2 block | A3G deaminase | CXCR6 block | Gli-Sufu block | A3A deaminase | CCR6 antagonist | MPTP inh
CCn1ncc(/C=N/NC(=O)c2cc(Cl)ccc2OC)c1C | 1 | -14 | -2 | -9 | -3 | -2 | 0 | 2.3
COc1cc(C2CC(=O)Nc3c2c(=O)nc2c(C)cccn32)cc(OC)c1OC (centres undefined) | 1 | -7 | -6 | -4 | -2 | 2 | -2 | -2.0
CCCCNC(=O)c1cc2c(C)cc(C)cc2[nH]1 | -1 | -1 | -4 | 1 | -9 | 1 | -1 | 9.1
O=[N+]([O-])c1cccc2c1ccc1ncccc12 | 1 | 8 | -6 | -9 | -7 | -2 | -5 | -1.1

(listing goes on)
SMILES | NR3A LBD binder | EBI2 block | A3G deaminase | CXCR6 block | Gli-Sufu block | A3A deaminase | CCR6 antagonist | MPTP inh
CCOC(=O)COc1nc(OC)nc(N2CCOCC2)n1 | 1 | -8 | -2 | -4 | 0 | 0 | 4 | 0.9
CCN(CC)C(=S)NC(=O)c1cccnc1 | 1 | -9 | -6 | 8 | -3 | -6 | 2 | 0.5
O=C(O)c1ccc(S(=O)(=O)NCC2CCCCC2)cc1 | 3 | -14 | -9 | -2 | 8 | -1 | 2 | -0.5
Cc1noc(C)c1C(=O)N1CCCC(C(=O)c2cccc(OC(C)C)c2)C1 (centres undefined) | -2 | 2 | -1 | -5 | 8 | -2 | -1 | -2.7
CC(C)CCn1c(O)c(N=Nc2ccccn2)c2ccccc21 | 3 | 35 | -10 | 4 | 10 | -6 | 10 | 2.9
COc1ccc(C2N=C(N)N=C(N)N2c2ccc(C)cc2)cc1 (centres undefined) | -3 | -5 | -5 | 5 | 2 | -2 | -8 | -1.3
O=C(NC(=S)Nc1ccc(-c2ccc(CO)o2)cc1)c1cccs1 | -4 | 7 | 0 | 16 | -5 | 0 | 46 | 0.3
COc1cc2c(cc1OC)CN(CC(=O)Nc1ccc(C)cc1)CC2 | 0 | -5 | -6 | -5 | 3 | -4 | -5 | -1.6
O=C(CCC(=O)OCC(=O)c1ccc(Br)cc1)Nc1ccc(Br)c2cccnc12 | -1 | -11 | -4 | 9 | 11 | 1 | 1 | 2.9
CC1CC(C)CN(c2ncnc3c2cnn3Cc2ccc(Cl)cc2)C1 (centres undefined) | 1 | 7 | -4 | -2 | 1 | -3 | 15 | 0.1
COc1ccc(-c2nc3c(c4nnc(SC(C)C(=O)Nc5ccc(C)cc5)n24)COC(C)(C)C3)cc1 (centres undefined) | -2 | 11 | -11 | -1 | 0 | -5 | 2 | -0.4
CCn1cc(C(=O)NCc2ccccc2Cl)cn1 | 0 | -8 | -9 | -12 | -5 | -3 | 2 | 0.1
CCOC(=O)C(c1ccccc1)C(Nc1ccc(Cl)c(Cl)c1)c1ccccn1 (centres undefined) | -10 | 26 | -9 | 11 | 2 | -2 | 10 | 3.6
COc1cccc(CC(=O)n2nc(N)c3cc4ccc(OC)cc4nc32)c1 | 1 | 1 | -11 | 2 | -2 | -4 | 3 | -0.2
Cc1ccccc1-c1cccc([C@@H]2C[C@H]3[C@H](CON3C)CN2S(=O)(=O)c2ccccc2C)c1 | -2 | 9 | x | 0 | -4 | x | 19 | 0.4
O=C(O)/C=C/c1ccc(S(=O)(=O)Nc2ccc3[nH]c(=O)[nH]c3c2)cc1 | 0 | -3 | -8 | -12 | -11 | 7 | -28 | 0.5
CCOC(=O)N1CCN(C(=S)NC(=O)c2ccnn2C)CC1 | 1 | -10 | -9 | -2 | -4 | -3 | 0 | 2.0
COc1cc(C(=S)N2CCN(C)CC2)ccc1OCC(=O)NCc1ccccc1 | -2 | -15 | -2 | 10 | -1 | 3 | 4 | -0.9
Cc1oc(-c2ccccc2F)nc1CS(=O)(=O)CC(=O)N1CCOCC1 | 0 | -5 | -4 | 4 | -1 | -1 | 6 | 0.5
N#CCCSc1nc(N2CCOCC2)c2c(c1C#N)CCCC2 | 0 | 7 | -2 | 2 | 3 | -1 | 0 | 1.1
COc1ccc(-n2c(=O)[nH]cc(C(=O)Nc3ccc4c(c3)OCCO4)c2=O)cc1OC | -1 | 0 | -6 | -11 | -10 | -1 | 10 | -1.0
Cc1ccc(NC(=S)NC(=O)C2CCCCC2)c(Br)c1 | 2 | 9 | 1 | 6 | -83 | 3 | 33 | -1.0
CC(=O)C1=C(O)C(=O)N(Cc2ccco2)C1c1ccc2c(c1)OCO2 (centres undefined) | -6 | -11 | -5 | -7 | 2 | -2 | 17 | -1.2
COc1ccc(NC(C)=O)cc1S(=O)(=O)N(C)Cc1c(C)nn(-c2ccccc2)c1C | 0 | -4 | -2 | 0 | 3 | 8 | 7 | 0.2
Cc1ccc2c(c1)c1ncnc(N3CCN(c4ccccc4)CC3)c1n2C | -15 | -2 | 0 | 0 | 8 | 0 | -11 | 2.1
COC(=O)c1ccc(Oc2cc(C)nc(Cl)n2)cc1 | -1 | -7 | -3 | 2 | -13 | 2 | 2 | -0.1
Cc1cccc(N2CC(C(=O)Nc3nnc(SCc4ccccn4)s3)CC2=O)c1 (centres undefined) | 0 | -1 | -2 | 3 | 2 | -1 | -5 | 0.5
CCn1c(SCc2nnc(-c3ccccc3)o2)nnc1-c1ccc(S(=O)(=O)N2CCCC2)cc1 | -1 | 0 | -4 | 1 | 7 | 0 | -5 | 7.9
O=C(CN(Cc1cccs1)C(=O)CSc1nnc(COc2ccccc2)o1)NC1CCCCC1 | 1 | 11 | -2 | 1 | 3 | -6 | -8 | -19
CCOC(=O)CC1=CC(=O)Nc2ccccc2N1 | -1 | -6 | -2 | 8 | -4 | -1 | -13 | -5.2
Cc1c(N2C(=O)C(C)SC23C(=O)Nc2ccccc23)c(=O)n(-c2ccccc2)n1C (centres undefined) | 2 | -4 | -10 | 1 | 4 | -5 | -8 | -1.0
O=C(/C=C/c1ccc(OC(F)F)cc1)Nc1cccc(S(=O)(=O)N2CCOCC2)c1 | 20* | 20 | -3 | -4 | 0 | 11 | -14 | 0.3
COc1cc(/C=N/NC(N)=S)ccc1OCC(=O)Nc1ccc(C)cc1 | -4 | -1 | -7 | -5 | 6 | 0 | -12 | 2.6
CN(CCO)c1ccc(/C=N/Nc2nncc3ccccc23)cc1 | 3 | 8 | -7 | -13 | -50 | -4 | -3 | -0.3
CCCCCCCC(=O)N/N=C(\C)c1ccc(O)cc1O | -1 | -3 | 0 | -11 | -12 | 0 | -7 | 2.4
Cc1ccc(C)c(C(=O)O/N=C(\N)c2ccc(Br)cc2)c1 | -11 | 8 | -9 | -5 | -18 | -2 | -3 | 1.9

At a glance, part of the list above:
SMILES | NR3A LBD binder | EBI2 block | A3G deaminase | CXCR6 block | Gli-Sufu block | A3A deaminase | CCR6 antagonist | MPTP inh
Cc1c(N2C(=O)C(C)SC23C(=O)Nc2ccccc23)c(=O)n(-c2ccccc2)n1C (centres undefined) | 2 | -4 | -10 | 1 | 4 | -5 | -8 | -1.0
O=C(/C=C/c1ccc(OC(F)F)cc1)Nc1cccc(S(=O)(=O)N2CCOCC2)c1 | 20* | 20 | -3 | -4 | 0 | 11 | -14 | 0.3
COc1cc(/C=N/NC(N)=S)ccc1OCC(=O)Nc1ccc(C)cc1 | -4 | -1 | -7 | -5 | 6 | 0 | -12 | 2.6
CN(CCO)c1ccc(/C=N/Nc2nncc3ccccc23)cc1 | 3 | 8 | -7 | -13 | -50 | -4 | -3 | -0.3
CCCCCCCC(=O)N/N=C(\C)c1ccc(O)cc1O | -1 | -3 | 0 | -11 | -12 | 0 | -7 | 2.4
Cc1ccc(C)c(C(=O)O/N=C(\N)c2ccc(Br)cc2)c1 | -11 | 8 | -9 | -5 | -18 | -2 | -3 | 1.9

Given as a markdown table: two of the compounds above.
| mol | NR3A LBD binder | EBI2 block | A3G deaminase | CXCR6 block | Gli-Sufu block | A3A deaminase | CCR6 antagonist | MPTP inh |
| --- | --- | --- | --- | --- | --- | --- | --- | --- |
| O=C(CN(Cc1cccs1)C(=O)CSc1nnc(COc2ccccc2)o1)NC1CCCCC1 | 1 | 11 | -2 | 1 | 3 | -6 | -8 | -19 |
| COc1ccc(-n2c(=O)[nH]cc(C(=O)Nc3ccc4c(c3)OCCO4)c2=O)cc1OC | -1 | 0 | -6 | -11 | -10 | -1 | 10 | -1.0 |

Source: PubChem
